Assay outcomes: PubChem, National Center for Advancing Translational Sciences (NCATS)
TRHR ag – TRH receptor (human) agonism; TRHR cells, calcium flux fluo-8, FDSS agonist mode; activation, % at 2 µM; hit rate 0.18% among 360,000; in the data active = activation above about 30%; note: 0% is about no effect
Target sequence (P34981 whole entry, looked up): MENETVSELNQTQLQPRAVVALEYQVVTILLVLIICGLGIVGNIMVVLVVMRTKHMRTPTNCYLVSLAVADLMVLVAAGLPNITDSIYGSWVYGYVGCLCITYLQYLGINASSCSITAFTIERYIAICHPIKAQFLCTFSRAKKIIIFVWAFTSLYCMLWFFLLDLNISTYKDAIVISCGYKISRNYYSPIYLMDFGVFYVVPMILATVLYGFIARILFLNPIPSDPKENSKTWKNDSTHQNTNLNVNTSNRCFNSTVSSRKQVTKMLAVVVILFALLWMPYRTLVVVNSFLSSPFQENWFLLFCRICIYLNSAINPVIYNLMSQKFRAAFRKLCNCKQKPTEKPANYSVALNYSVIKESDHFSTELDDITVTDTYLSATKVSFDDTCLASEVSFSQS
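TRHR-expressing cells loaded with fluo-8 calcium dye; 23 nL library compound pin-transferred, kinetic FDSS fluorescence (Ex 480/Em 530) recorded about 180 s for agonist-induced calcium release, before a 10 nM TRH EC20 addition for potentiator mode.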
USP1-UAF1 inh – inhibitors of human USP1/UAF1 deubiquitinase. O94782. recombinant USP1/UAF1, Ub-Rhodamine cleavage fluorescence. Potency, µM (series often up to 57.1 µM), without a hit: at the top dose activity change, negative = inhibition, actives largely listed as inhibitors. hit rate 0.23% among 390,000. AID 743255; note: potency is the fitted concentration of half-maximal effect; % is set by controls: 0 for no effect and ±100 for the full control effect; nearly all actives have a fitted effect of over 60% in size; inactives centre near -12
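1 nM enzyme complex + cpd, 15 min RT; start with Ub-Rho 150nM final; kinetic fluorescence ex 480/em 540, 6 reads q60 s. Buffer 50mM HEPES pH 7.8, 0.5mM EDTA, 0.1 mg/ml BSA, 1mM TCEP, 0.01% Tween-20.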
TrxR1 substrate – is turned over as a substrate by rat TrxR1 | O89049 | purified TrxR1 substrate turnover, NADPH consumption readout | Potency, µM (highest dose often 114 µM), for inactives: at the top dose activity change, negative = substrate turnover | hit rate 0.01% among 390,000 | AID 588456; note: potency is the fitted concentration of half-maximal effect; % is set by controls: 0 for no effect and ±100 for the full control effect; nearly all actives have a fitted effect of over 50% in size
Target sequence (O89049 whole entry, looked up): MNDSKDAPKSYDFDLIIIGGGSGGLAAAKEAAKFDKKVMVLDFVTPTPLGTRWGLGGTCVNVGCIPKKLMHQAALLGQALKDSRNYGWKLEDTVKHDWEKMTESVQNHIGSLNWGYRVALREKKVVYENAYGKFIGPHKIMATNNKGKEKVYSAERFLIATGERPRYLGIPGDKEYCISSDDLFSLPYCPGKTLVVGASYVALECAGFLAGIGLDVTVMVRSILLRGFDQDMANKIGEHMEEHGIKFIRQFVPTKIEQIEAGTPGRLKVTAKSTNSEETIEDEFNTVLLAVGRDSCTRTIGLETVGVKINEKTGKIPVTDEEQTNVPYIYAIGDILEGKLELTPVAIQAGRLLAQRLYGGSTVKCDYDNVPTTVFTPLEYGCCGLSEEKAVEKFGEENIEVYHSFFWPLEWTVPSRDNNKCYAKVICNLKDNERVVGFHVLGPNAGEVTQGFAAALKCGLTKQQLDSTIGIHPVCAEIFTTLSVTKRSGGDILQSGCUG
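Rat TrxR1, dispensed at 90 nM, was prereduced with 400 uM NADPH (final) for 5 min at ~22 deg C, then incubated with compound 15 min before 400 uM selenite. A first-read NADPH fluorescence drop versus no-compound background flagged substrates.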
PI4K2A block – blocks human PI4K2A kinase activity | Q9BTU6 | purified PI4K2A, ADP-Glo luminescence, 1 h; hits give low values | activity change, negative = inhibition, % at 76.9 µM | hit rate 0.13% among 420,000; in the data active = activity change below about -50%; inconclusive = mostly about -30% to -49%;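 note: -100% = wells without enzyme as full effect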
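Compounds are screened against recombinant PI4K2A using PI as substrate and ATP, the latter dispensed at 300 microM. Reactions run one hour at ambient temperature before ADP-Glo detection; full inhibition defined by wells lacking enzyme.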
TrxR1 inh – inhibitors of rat thioredoxin reductase 1; O89049; recombinant rTrxR1, NADPH fluorescence consumption, selenite substrate; Potency, µM (top dose mostly 114 µM), inactives show at the highest dose activity change, negative = inhibition, actives largely listed as inhibitors; hit rate 1% among 390,000; note: potency is the fitted concentration of half-maximal effect; % is set by controls: 0 for no effect and ±100 for the full control effect; nearly all actives have a fitted effect of over 65% in size
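Rat TrxR1 (90 nM in the dispensed reagent) was pre-reduced with 400 uM NADPH for 5 min at room temperature, then incubated with compound for 15 min. After 400 uM selenite was added, NADPH fluorescence (Ex 340/Em 450 nm) was followed for 8 min.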
TRHR enhancer – allosterically enhances the human TRH receptor; AID 493056; P34981; enhancement, % at 2 µM; hit rate 0.66% among 360,000; TRHR cells, fluo-8 calcium fluorescence, EC20 TRH enhancement; in the data active = enhancement above about 30%; note: 0% is about no effect
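Enhancer read-out: after compound pinning and an initial kinetic agonist-mode read, an EC20 of TRH (10 nM final) was injected and fluo-8 calcium signal (Ex 480/Em 530) followed at 1 s/cycle for 100 cycles in TRHR-expressing cells.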
D2 agonist – agonists of human D2 dopamine receptor; P14416; HEK293 T-REx D2 cells, calcium flux agonist mode; activation, % at 2 µM; hit rate 0.53% among 340,000; AID 485358;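 active = activation over 3 SD above normal in the single-dose calcium agonist read, cut at about 30% in these data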; note: 0% is about no effect
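Tetracycline-induced HEK293 Trex cells with D2 receptor force-coupled to calcium signaling, plated overnight at 30 C and loaded with no-wash calcium dye. Calcium flux read kinetically for 180 s after compound addition; responses flag agonists.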
mIDH1 inhibitor – blocks human mutant IDH1 R132H enzyme; O75874; IDH1-R132H enzyme, NADPH consumption, diaphorase/resazurin fluorescence; Potency, µM (highest dose often 76.6 µM), without a hit: at the highest dose activity change, negative = inhibition, usual class: inhibitors; hit rate 0.093% among 390,000; note: potency is the fitted concentration of half-maximal effect; % is set by controls: 0 for no effect and ±100 for the full control effect; nearly all actives have a fitted effect of over 65% in size
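IDH1-R132H (0.5 ug/mL) preincubated 30 min with compound, then NADPH (0.016 mM) and alpha-KG (2 mM) added; 80 min at RT, pH 7.5. Remaining NADPH coupled via diaphorase/resazurin to fluorescence (540/590 nm); concentration-response curves normalized to no-enzyme control.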
D2 antagonist – D2 dopamine receptor (human) antagonism. HEK293 TREx D2 cells, calcium flux, dopamine EC80. AID 485344. P14416. inhibition, % at 10 µM. hit rate 2% among 340,000; in the data active = inhibition above about 30%; note: 0% is about no effect
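Compounds are added to dye-loaded, induced HEK293 T-REx cells coupled to calcium release via D2; after a 3 min kinetic read an EC80 dopamine stimulus is given and fluorescence is recorded for 3 more min.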
* marks the source's active call; other numbers are inactive results; ? = inconclusive; . = no result given; & = joins results of further samples; [ ] = another dose, or the depositor's remark. Unless noted, calls come from the whole dose curve; as a rule, active = well fitted inhibition curve with a large enough effect; inconclusive = small, poorly fitted or top-dose-only effect; inactive = no such curve, though single readings can be large or run the other way.

SMILES,D2 antagonist,TrxR1 substrate,PI4K2A block,USP1-UAF1 inh,TrxR1 inh,mIDH1 inhibitor,D2 agonist,TRHR enhancer,TRHR ag
Cc1ccc(S(=O)(=O)NC(=O)NCc2ccc3c(c2)OCO3)cc1,8.5,-3.1%,9.3,-19.5%,-7.8%,-1.9%,0.5,-2.4,-0.1
Clc1ccccc1SCc1nc2ccccc2[nH]1,-5.5,-2.2%,1.8,0.1%,3.8%,7.8%,-0.9,-3.2,0.8
CCCC(C)NCC(=O)Nc1ccccc1-c1ccccc1 (centres undefined),-11.0,-5.0%,-0.1,-6.0%,3.4%,6.3%,-2.4,6.3,-1.1
CN(C(=O)/C=C/c1ccccc1)C1CCS(=O)(=O)C1 (centres undefined),1.2,-2.9%,-0.9,-11.2%,3.3%,8.1%,-0.7,1.0,-1.0
COc1ccc(Br)cc1CSC(=N)N,5.7,4.3%,1.4,-14.5%,17.8%,-9.4%,-1.0,2.5,-1.2
Cc1ccc(C(=O)NNC(=O)c2cc3cc4ccccc4nc3s2)cc1,-6.6,2.4%,-25.8,-2.8%,-9.1%,3.0%,-0.7,0.2,-0.1
CC(C)C(NC(=O)c1cccs1)C(=O)NC1=NCCS1 (centres undefined),-2.0,2.8%,5.2,-14.0%,10.4%,6.3%,0.0,5.0,0.6
COC(=O)C1C2C=CC3(CN(CCc4ccccc4)C(=O)C13)O2 (centres undefined),-29.5,-2.0%,2.4,8.4%,8.6%,0.2%,0.9,-3.2,0.8
NC(=O)c1nn(-c2ccc(Oc3ccccc3)cc2)c(=O)cc1O,-9.9,2.9%[57.1 µM],4.8,-19.7%,3.2%[57.1 µM],-2.5%,-0.2,0.6,0.7
COC(=O)c1ccc(NC(=O)C2CC(=O)N(c3ccc(C)cc3)C2)cc1 (centres undefined),-2.9,-7.7%,3.1,2.0%,-2.5%,7.0%,0.5,7.2,-0.3
CCCc1cc(=O)oc2cc(OCC(=O)NCCCN3CCOCC3)c(Cl)cc12,-7.7,11.3%,-8.7,-5.4%,11.8%,8.0%,2.9,0.0,0.6
COc1ccccc1CNS(=O)(=O)c1ccc(-n2cnnn2)c(C)c1,12.2,6.2%[57.1 µM],-6.4,-16.9%,8.4%[57.1 µM],4.4%,1.0,-5.5,0.6
COc1ccc(C(=O)NCC(c2cccnc2)N2CCN(c3ccccc3OC)CC2)cc1 (centres undefined),.,-2.9%,-0.1,-14.5%,14.2%[11.4 µM],-15.0%,2.8,1.1,0.0
COc1ccc(-c2cc(=O)oc3c(C)c(OCC(=O)Nc4cccnc4)ccc23)cc1,-4.0,17.8%,-0.9,-11.5%,17.0%,-5.6%,6.2,8.7,0.2
COc1ccc(C(C#N)c2ccc(Cl)nn2)cc1 (centres undefined),10.2,8.8%[57.1 µM],-1.0,-25.5%,26.2%[57.1 µM],-1.1%,6.9,2.4,0.0
NC(=O)COc1ccc2cc(-c3ccccc3)c(=O)oc2c1,-11.2,309.1%[activator],2.3,-13.2%,?,-12.6%,-0.3,4.1,0.7
CCCN(CCC)C(=O)/C=C/c1cccc([N+](=O)[O-])c1,11.5,4.7%,3.7,-12.6%,28.7%,1.6%,-1.1,-6.8,-1.4
CCCCCCOc1ccc(C2C(=O)N(C3CCCCC3)CC(=O)N2CCCC)cc1 (centres undefined),.,3.7%[57.1 µM],-1.0,-23.9%,23.7%[57.1 µM],-1.5%,0.8,13.2,0.3
COC(=O)Cn1c(CN2CCN(c3ccc(F)cc3)CC2)nc2c1c(=O)n(C)c(=O)n2C,30.4*,10.8%[57.1 µM],2.0,-16.0%,7.0%[57.1 µM],13.6%,0.3,1.8,0.1
COc1ccc(-c2cc(C3CCN(Cc4ccc([N+](=O)[O-])cc4)CC3)[nH]n2)cc1,3.2,-11.4%,1.4,-20.6%,14.0%[57.1 µM],-7.1%,3.6,10.8,2.0
CCN(CCNC(=O)C1CCN(c2nnc(-n3cccc3)s2)CC1)c1ccccc1,-1.2,1.8%,-3.5,-24.3%,2.8%,10.3%,0.5,-17.9,-0.3
O=C(Nc1ccc(CN2CCOCC2)cc1)c1ccc(F)cc1,-10.2,4.2%,4.5,-20.2%,23.0%,4.8%,0.1,56.5*,-1.3
O=C(NCc1ccccc1)C(c1ccccc1)N(Cc1ccc2c(c1)OCO2)C(=O)Cc1cccs1 (centres undefined),-13.7,13.0%[57.1 µM],0.3,-17.0%,35.5%[57.1 µM],5.2%,-0.2,7.1,-1.1
O=c1[nH]ccc2c(O)cccc12,.,20.2%[57.1 µM],3.2&-1.6,-23.3%,7.5%[57.1 µM],16.5%,.,.,.
Cc1ccc(S(=O)(=O)N2CCN(C(=O)CSC3CCCC3)CC2)c(C)c1,.,-1.3%,-6.0,-12.2%,12.9%,5.2%,.,19.8,0.1
O=C(C1=C[C@@H](c2ccc(Br)cc2)C[C@@H](OCc2ccc(CO)cc2)O1)N1CCN(Cc2ccc3c(c2)OCO3)CC1,-6.1,6.6%,-0.1,-22.2%,13.2%,-24.8%,0.2,4.1,0.5
Cc1ccc2ncc(C(=O)NC(C)c3ccccc3)c(=O)n2c1 (centres undefined),.,134.0%[activator],-1.8,-15.0%,24.8%,-5.3%,-0.2,7.2,-0.5
Cc1nn(-c2ccc(Cl)c(Cl)c2)c(C)c1C(=O)O,-3.7,-20.8%[57.1 µM],-1.7,-9.9%,15.4%[57.1 µM],3.5%,-0.1,1.0,-0.6
Cc1ccc(NC(=O)CSc2nnc(N)s2)c(C)c1,.,0.5%,0.4,-13.9%,16.9%,3.7%,-2.0,2.9,-0.6
COc1ccccc1NS(=O)(=O)c1ccc2c(c1)NC(=O)C(C)S2 (centres undefined),22.5,3.3%[57.1 µM],2.8,1.3%,-8.3%[57.1 µM],-12.7%,-0.1,-10.1,0.2
Cc1cc(S(=O)(=O)Nc2ccc(C(=O)NCC3(N4CCCCC4)CCCCC3)cc2)ccc1F,12.3,-6.5%[57.1 µM],0.5,-11.1%,-7.0%[57.1 µM],-2.5%,-0.2,-0.3,0.0
O=C(O)c1csc(Cc2ccccc2)n1,3.7,-3.8%,0.7,-14.9%,-5.9%,-9.7%,0.1,2.2,1.2
O=c1[nH]c2ccccc2nc1Cc1ccccc1,0.9,8.1%,1.0,-26.0%,-17.4%,6.7%,-2.4,4.8,-0.1
O=c1cc(-c2ccc(Br)cc2)[nH][nH]1,-11.7,8.1%[57.1 µM],-10.1,-9.2%,15.9%[57.1 µM],0.8%,1.0,0.3,0.6
CCOC(=O)CSc1cc(C(F)(F)F)nc(-c2ccccn2)n1,-2.8,1.1%,0.4,-13.2%,11.8%,2.0%,-0.4,-2.3,-0.5
CCOc1ccc(N2CC(C(=O)NCc3ccc4c(c3)OCO4)CC2=O)cc1 (centres undefined),36.0*,4.7%[57.1 µM],-0.5,-20.3%,16.3%[57.1 µM],-4.4%,-0.2,1.0,-0.8
COc1cccc(NC(=O)CN(C)C(=O)c2ccc(NC3CC3)c([N+](=O)[O-])c2)c1,-10.5,-19.8%,0.9,0.0%,-14.4%,4.7%,0.1,2.5,0.6
O=C(CCN1C(=O)/C(=C/c2ccco2)SC1=S)Nc1ccc(O)cc1C(=O)O,-6.4,-0.9%[57.1 µM],-1.9,?,?,1.4%,0.3,-1.1,0.4
COc1ccc(NC(=O)c2nnn(Cc3cccc(F)c3)c2N)c(OC)c1,-20.9,21.5%[57.1 µM],1.2,-20.5%,-5.6%[57.1 µM],-9.7%,0.7,13.8,6.2
O=C(COC(=O)c1cc(Cl)nc(Cl)c1)Nc1ccc(Cl)c(S(=O)(=O)N2CCOCC2)c1,.,9.3%[57.1 µM],0.3,-8.4%,-0.9%[2.29 µM],-10.2%,.,.,.
CCOC(=O)c1sc(NC(=O)c2cc3n(n2)C(C(F)(F)F)CC(c2cccs2)N3)c(C(=O)OCC)c1C (centres undefined),-16.4,3.8%[57.1 µM],2.7,-3.3%,14.0%,-3.3%,-1.0,-5.1,0.8
Cc1cc2ccccc2c(=O)n1CC(=O)NCC(=O)N1CCN(c2cccc(Cl)c2)CC1,-0.4,-3.6%,-1.0,-11.9%,9.9%,2.9%,-0.7,1.7,-0.7
Oc1ccccc1CC=NC1CCCCC1,.,-2.9%,-0.6,-18.8%,-0.6%,2.3%,.,.,.
COc1ccc(N2CCN(CCC(N)=O)CC2)cc1,-8.1,10.3%[57.1 µM],5.0,-13.9%,10.5%[57.1 µM],-1.7%,-0.3,2.8,-0.2
Cc1ccc(N2C(=O)N(CC(=O)Nc3cccc([N+](=O)[O-])c3C)C(=O)C2C)cc1 (centres undefined),11.1,3.6%,-0.3,-13.6%,24.6%,6.5%,-0.3,11.9,0.1

Reformatted: three of the compounds above
O=c1[nH]c2ccccc2nc1Cc1ccccc1
- D2 antagonist: 0.9
- TrxR1 substrate: 8.1%
- PI4K2A block: 1.0
- USP1-UAF1 inh: -26.0%
- TrxR1 inh: -17.4%
- mIDH1 inhibitor: 6.7%
- D2 agonist: -2.4
- TRHR enhancer: 4.8
- TRHR ag: -0.1
O=c1cc(-c2ccc(Br)cc2)[nH][nH]1
- D2 antagonist: -11.7
- TrxR1 substrate: 8.1%[57.1 µM]
- PI4K2A block: -10.1
- USP1-UAF1 inh: -9.2%
- TrxR1 inh: 15.9%[57.1 µM]
- mIDH1 inhibitor: 0.8%
- D2 agonist: 1.0
- TRHR enhancer: 0.3
- TRHR ag: 0.6
CCOC(=O)CSc1cc(C(F)(F)F)nc(-c2ccccn2)n1
- D2 antagonist: -2.8
- TrxR1 substrate: 1.1%
- PI4K2A block: 0.4
- USP1-UAF1 inh: -13.2%
- TrxR1 inh: 11.8%
- mIDH1 inhibitor: 2.0%
- D2 agonist: -0.4
- TRHR enhancer: -2.3
- TRHR ag: -0.5
